High-throughput results deposited in PubChem BioAssay by Sanford-Burnham Center for Chemical Genomics.
beta cell repl: induces beta-cell replication in MIN6 cells. MIN6 cells proliferation, ATPlite luminescence, 48 h; cells starved in 0.2% serum; 100% = growth in 10% serum. AID 2380. proliferation, % at 10 µM. actives 0.29% (n = 330,000);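 active means compounds whose signal lies at least 3.5 SD above the mean of all wells on their plate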;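 further: 0% = DMSO-treated cells in low-serum medium and 100% = 10% serum control; some compounds called inactive have numbers as strong as hits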
APOBEC3G inh: APOBEC3G (human) deaminase inhibition; inhibition, % at 20 µM; Q9HC16; recombinant A3G, ssDNA deamination FAM/TAMRA fluorescence; actives 0.28% (n = 330,000);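 active means inhibition of at least 40% at 20 µM, with no more than 30% in the related APOBEC3A deaminase screen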;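 further: plate controls were DMSO wells with A3G for no effect and wells lacking A3G enzyme for full effect; some compounds called inactive have numbers as strong as hits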
mIAP block: mouse IAP inhibition | AID 2806 | actives 0.2% (n = 330,000) | inhibition, % at 10 µM | purified mouse IAP, CDP-Star luminescence, 30 min;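 active means inhibition of at least 40% at 10 µM in the primary screen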;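 further: plate controls were DMSO with enzyme for no effect and no enzyme wells for full effect; values of inactives mirror those of a sister screen read the other way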
A3A deaminase: inhibitors of human APOBEC3A DNA deaminase. inhibition, % at 20 µM. actives 0.41% (n = 330,000). P31941. recombinant A3A, FAM/TAMRA ssDNA deamination fluorescence;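 active means at least 40% inhibition at 20 µM here, with at most 30% in a related deaminase screen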;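 further: plate controls were A3A with DMSO for no effect and wells lacking A3A enzyme for full effect; some results filed as inactive read as strong as hits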
ATG4B inh: ATG4B (human) cysteine protease inhibition; inhibition, % at 8.33 µM; Q9Y4P1; actives 0.51% (n = 340,000); ATG4B cleavage of LC3-PLA2, NBD-HPC fluorescence, 1 h; in the data active means inhibition above about 40%
Target sequence (Q9Y4P1 whole entry, looked up): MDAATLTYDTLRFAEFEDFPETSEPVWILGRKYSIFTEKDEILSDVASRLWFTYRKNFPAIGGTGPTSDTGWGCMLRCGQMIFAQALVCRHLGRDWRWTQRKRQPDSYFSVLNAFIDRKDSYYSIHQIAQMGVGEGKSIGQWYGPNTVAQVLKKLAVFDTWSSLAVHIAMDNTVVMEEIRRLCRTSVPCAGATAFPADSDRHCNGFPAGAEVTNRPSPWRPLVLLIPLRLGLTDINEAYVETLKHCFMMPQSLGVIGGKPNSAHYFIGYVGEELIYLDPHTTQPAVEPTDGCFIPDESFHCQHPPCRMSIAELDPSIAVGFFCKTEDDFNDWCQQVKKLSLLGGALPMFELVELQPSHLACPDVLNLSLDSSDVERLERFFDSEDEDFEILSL
hIAP activ: human IAP activation; P09923; purified human IAP, CDP-Star luminescence, 30 min; active compounds read high; 1 = vehicle-only enzyme, 0 = enzyme-free background; actives 0.16% (n = 330,000); activation factor at 10 µM;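 active means activation factor of the enzyme at least 2-fold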; further: the source names both 10 and 20 µM as test concentration; values of inactives mirror those of a sister screen read the other way
Target sequence (P09923 whole entry, looked up): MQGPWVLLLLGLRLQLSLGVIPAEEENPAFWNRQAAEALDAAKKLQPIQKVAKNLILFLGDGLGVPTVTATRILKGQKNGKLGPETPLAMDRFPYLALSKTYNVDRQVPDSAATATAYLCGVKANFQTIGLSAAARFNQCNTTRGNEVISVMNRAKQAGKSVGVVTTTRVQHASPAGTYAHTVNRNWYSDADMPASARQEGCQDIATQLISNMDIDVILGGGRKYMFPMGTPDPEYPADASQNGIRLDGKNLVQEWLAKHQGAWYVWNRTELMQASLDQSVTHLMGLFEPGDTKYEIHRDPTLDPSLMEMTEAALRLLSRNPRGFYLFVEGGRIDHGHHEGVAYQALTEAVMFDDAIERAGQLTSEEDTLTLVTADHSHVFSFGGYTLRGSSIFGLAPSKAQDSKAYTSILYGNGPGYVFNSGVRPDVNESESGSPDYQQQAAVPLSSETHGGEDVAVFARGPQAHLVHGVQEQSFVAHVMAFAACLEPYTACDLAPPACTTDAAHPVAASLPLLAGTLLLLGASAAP
hIAP inh: blocks human intestinal alkaline phosphatase. purified IAP, CDP-Star luminescence, 30 min. inhibition, % at 10 µM. actives 0.12% (n = 330,000);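 active means inhibition reaching a set limit with compound at 10 µM in the primary screen, cut at about 35% in these data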;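 further: plate controls were DMSO wells with enzyme for no effect and no-enzyme buffer wells for full effect; values of inactives mirror those of a sister screen read the other way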
MPTP block: permeability transition pore inhibition | actives 1.4% (n = 360,000) | inhibition, % at 10 µM | AID 602449 | isolated mouse mitochondria, Ca2+ swelling absorbance, 30 min;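 active means inhibition of 50% or more, scaled per plate between neutral and stimulator controls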;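 further: 0% = DMSO wells given calcium and 100% = 1 mM EGTA wells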
mIAP activ: mouse IAP activation | muIAP, CDP-Star luminescence, 30 min; active compounds read high; 1 = vehicle-only enzyme signal, 0 = enzyme-free wells | activation factor at 10 µM | actives 0.24% (n = 330,000);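 active means activation factor of at least 2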; further: the source names both 10 and 20 µM as test concentration; values of inactives mirror those of a sister screen read the other way
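also added = chemiluminescent substrate CDP-Star | test system = mouse IAP enzyme | signal = chemiluminescence readout | compound = DMSO-dissolved test compounds | incubation = 30 min at room temperature | benchmarks = DMSO wells, no-enzyme wells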
Active calls of the source: *; x = not tested or not shown. This is a random part of the collection (roughly 3.3% active in at least one column).

SMILES | beta cell repl | APOBEC3G inh | mIAP block | A3A deaminase | ATG4B inh | hIAP activ | hIAP inh | MPTP block | mIAP activ
O=c1c(-c2nnc(SCc3ccc(Cl)cc3Cl)o2)cccn1Cc1ccccc1 | -5 | -8 | 4 | -4 | 1 | 1.2 | -16 | 9.7 | 0.96
O=C(/C=C/c1ccccc1)NC(=S)NNC(=O)c1cnccn1 | -3 | -14 | 24 | -5 | -3 | 1.7 | -69 | -2.4 | 0.77
O=C(Cn1nnc(-c2ccc(S(=O)(=O)N3CCCC3)cc2)n1)NCC1CCCO1 (stereo not given) | -1 | -3 | 9 | 6 | 1 | 0.89 | 11 | -1.8 | 0.91
CC(C)CN(C(=O)COc1ccc2ccc(=O)oc2c1)C1CCS(=O)(=O)C1 (stereo not given) | -1 | 2 | -4 | 2 | 14 | 0.89 | 11 | -1.6 | 1
COc1ccccc1S(=O)Cc1ccc(C(=O)NC2CCCC2)o1 (stereo not given) | -2 | -1 | 3 | 3 | -6 | 0.91 | 9 | -1.2 | 0.97
O=C(CCC(=O)N(CC(=O)NC1CCCCC1)c1ccc2c(c1)OCCO2)Nc1ccccn1 | 0 | -6 | 11 | -2 | x | 1.1 | -14 | x | 0.89
O=C(NCCC(=O)N1CCc2ccccc21)c1ccco1 | 8 | -12 | 3 | -4 | 6 | 0.97 | 2 | -0.6 | 0.97
Cc1ccc(C)c(NC(=O)CCC(=O)NNC(=O)c2cccc([N+](=O)[O-])c2)c1 | -1 | -4 | 10 | -8 | -6 | 1.3 | -35 | -0.6 | 0.9
Cc1cc2[nH]c3ccccc3c2c(C)n1 | 4 | -4 | -5 | 6 | 8 | 1 | -4 | 0.3 | 1
O=C(c1cccnc1Cl)N(Cc1ccccc1)Cc1ccccc1 | 1 | 1 | 9 | 1 | 2 | 1 | -2 | 1.9 | 0.91
CC/C(=N\Nc1ccccc1[N+](=O)[O-])c1ccc(O)cc1 | -5 | 2 | 20 | 4 | 27 | 0.79 | 22 | 5.2 | 0.8
CC1CCCN(C(=O)N2c3ccccc3Sc3ccccc32)C1 (stereo not given) | -5 | -7 | -1 | -3 | 8 | 1.1 | -5 | -1.0 | 1
CCC(C)C(=O)Nn1c(C2CC2)nc2cc(OC)c(OC)cc2c1=O (stereo not given) | 0 | -7 | -13 | 0 | -3 | 1 | -3 | -0.2 | 1.1
CCC(=O)Nc1ccc(C(=O)Nc2ccc3c(c2)C(=O)N(CC2CCCO2)C3=O)cc1 (stereo not given) | -2 | -7 | -3 | -9 | -14 | 1.1 | -6 | 0.4 | 1
COc1ccc(CC(=O)Nc2ccc(F)c(Cl)c2)cc1S(=O)(=O)N1CCOCC1 | -4 | -8 | -31 | -1 | 5 | 0.91 | 10 | 1.2 | 1.3
c1ccc2nc(-c3nc4ccccc4o3)ccc2c1 | -5 | 6 | 8 | 3 | 4 | 0.98 | 2 | -1.2 | 0.92
CC(C)c1ccc(C2CC(=O)c3cnc(N4CCc5ccccc5C4)nc3C2)cc1 (stereo not given) | -5 | -3 | 2 | 1 | 5 | 0.98 | 2 | 0.7 | 0.98
CCN(CC)CCN1C(=O)C(=O)/C(=C(/O)c2ccc(S(=O)(=O)N3CCOCC3)cc2)C1c1ccc(C(C)(C)C)cc1 (stereo not given) | 0 | -5 | 6 | 1 | -5 | 0.91 | 9 | -1.0 | 0.94
CCN(CC)S(=O)(=O)c1ccc(C(=O)OCC(=O)N2CCOCC2)cc1 | -1 | -6 | 2 | -1 | 3 | 0.89 | 11 | -0.5 | 0.98
CCOC(=O)[C@H]1[C@H]2COc3ccc(OC)cc3[C@@H]2N2C(=O)c3ccc(C)cc3NC(=O)[C@@]12C | 0 | -2 | -2 | -1 | -8 | 1.1 | -12 | -1.3 | 1
CC1(OC(=O)CCc2ccccc2)C(=O)C=C2C=C3CCCN3C=C2C1=O (stereo not given) | 3 | 27 | 13 | 40 | -14 | 0.99 | 1 | 1.1 | 0.87
Cc1ccc(-c2nc(CS(=O)(=O)CC(=O)NCCCN3CCOCC3)c(C)o2)cc1 | 1 | -3 | -2 | -4 | 1 | 1.1 | -12 | 0.9 | 1
CCC1(NC(C)=O)CC2CC1CC2NC(C)=O (stereo not given) | 2 | -3 | 5 | 0 | -8 | 0.87 | 13 | -1.1 | 0.95
COc1ccccc1CCNC(=O)CSc1nc(-c2ccco2)cc(C(F)(F)F)n1 | -3 | 4 | 10 | 1 | 15 | 0.92 | 8 | 1.3 | 0.9
Cc1ccsc1C(=O)OCC(=O)NC1CCCC1 | -4 | 2 | 2 | 0 | -2 | 0.95 | 5 | -0.8 | 0.98

(continued)
SMILES | beta cell repl | APOBEC3G inh | mIAP block | A3A deaminase | ATG4B inh | hIAP activ | hIAP inh | MPTP block | mIAP activ
Cc1cccc(C)c1N(CC(=O)NCc1ccccc1)C(=O)c1csnn1 | 0 | -7 | 2 | -3 | -6 | 1.2 | -19 | -2.5 | 0.98
O=C(NCc1ccc(Cl)cc1)c1ccc(N2CCCC2=O)cc1 | 5 | -9 | -2 | -1 | -3 | 1.1 | -10 | -1.5 | 1
COc1cc(C)c(Cl)cc1S(=O)(=O)NC1CC(C)(C)NC(C)(C)C1 | -1 | -5 | -3 | -2 | x | 1.1 | -13 | x | 1
Cc1nnc(N(C)C(=O)Cc2ccc3c(c2)OCO3)s1 | 2 | -1 | 6 | -2 | -10 | 0.86 | 14 | -0.6 | 0.94
Cc1ccc(C2C=C(c3ccccc3)Nc3ncnn32)cc1 (stereo not given) | -1 | 13 | 2 | 0 | 3 | 1.3 | -30 | 0.4 | 0.98
Cc1ccc(S(=O)(=O)Nc2ccc(NC(=O)/C=C/C(=O)O)cc2)cc1 | 2 | -3 | 0 | 0 | -7 | 0.96 | 4 | -3.9 | 0.99
Cn1c(=O)c2c(nc(CN3CCN(C(=O)c4ccco4)CC3)n2Cc2ccc(Cl)cc2)n(C)c1=O | -4 | -1 | 2 | -1 | -9 | 1.1 | -9 | 0.9 | 0.98
COc1cc(CNCc2ccccc2)ccc1OCC(O)c1ccccc1 (stereo not given) | -2 | -11 | -3 | -4 | -1 | 1.2 | -17 | 1.4 | 1
COCCNC(=O)C(c1cccs1)N(C(=O)Cn1nnc2ccccc21)c1ccccc1 (stereo not given) | -2 | 2 | 1 | 2 | -8 | 0.85 | 15 | 3.2 | 0.99
O=C(Nc1ccc(C(F)(F)F)cc1)C1CCN(S(=O)(=O)c2ccc(N3CCCC3=O)cc2)CC1 | -8 | -4 | -73 | -3 | -5 | 1.5 | -47 | 92* | 1.7
CN(C)c1nc(N)nc(CSc2ncc(Cl)cc2Cl)n1 | -3 | -3 | -4 | 5 | -7 | 0.89 | 11 | -2.1 | 1
NC(=O)C1CCN(c2ncccc2[N+](=O)[O-])CC1 | -2 | -3 | -1 | 3 | -3 | 1 | 0 | 1.0 | 1
O=C(Cn1c(=S)[nH]c2ccccc2c1=O)N1CCc2ccccc2C1 | -1 | -3 | -3 | 1 | 0 | 1 | -4 | -1.6 | 1
CCSc1nsc(NC(=O)Nc2cccc(C(C)=O)c2)n1 | -4 | 0 | 16 | -1 | -3 | 1 | -1 | 87* | 0.84
CCN(CC)c1ccc(/C=N/NC(=O)c2cccc(S(=O)(=O)Nc3ccccc3OC)c2)c(O)c1 | 0 | 2 | 8 | -1 | -6 | 0.87 | 13 | 1.9 | 0.92
COc1ccc(C(=O)N[C@H](C(=O)OCc2nc3ccsc3c(=O)[nH]2)C(C)C)cc1 | 4 | -11 | 5 | -3 | 3 | 0.96 | 4 | 0.0 | 0.95
O=C(CN1C(=O)NC2(CCCc3ccccc32)C1=O)c1ccc(F)c(F)c1 (stereo not given) | -3 | -2 | 6 | 0 | -5 | 1 | -5 | 1.0 | 0.94
CC(C)(CNC(=O)c1cccc(F)c1)CNC(=O)c1cccc(F)c1 | 0 | 6 | -27 | 0 | -6 | 1.1 | -12 | 2.6 | 1.3
O=C(c1ccc(OC2CCN(CCCc3ccccc3)CC2)cc1)N1CCCC1 | 3 | -2 | 2 | -4 | 1 | 0.99 | 1 | 1.2 | 0.97
COC(=O)[C@]1(C)N[C@H](CN(C)C(=O)c2ccc(F)cc2)[C@@H]2C(=O)N(C)C(=O)[C@@H]21 | 2 | -5 | -3 | -2 | -8 | 1.2 | -24 | -0.4 | 1
CCCCCCCN1CCC(=O)N([C@H](CO)CC(C)C)CC1 | -1 | 7 | -2 | 6 | -7 | 0.92 | 8 | -0.3 | 1
COc1cc(OC)cc(-c2nnc(SCC(=O)NCc3cccs3)o2)c1 | -2 | -6 | -11 | -3 | -1 | 0.96 | 4 | 1.9 | 1.1
NS(=O)(=O)c1ccc(NC(=S)N2CCN(Cc3ccc(Cl)c(Cl)c3)CC2)cc1 | 1 | -6 | -3 | -3 | -2 | 1.1 | -7 | -0.9 | 1
Cc1ccc2c(c1)N=C(c1ccccc1)CC(C(Cl)Cl)=N2 | -4 | 4 | 8 | -1 | 10 | 0.98 | 2 | 2.8 | 0.92
COCCn1c(C)cc(C(=O)COc2ccc(N(C)S(=O)(=O)c3ccc(C)cc3)cc2)c1C | -6 | -7 | 3 | 0 | 7 | 0.92 | 8 | -0.3 | 0.97
O=C(c1n[nH]c(=O)c2ccccc12)N1CCN(Cc2ccc3c(c2)OCO3)CC1 | -2 | 0 | 10 | 8 | 7 | 1.2 | -18 | -0.9 | 0.9
COC(=O)C1(C)NC(=O)c2ccccc2N1 (stereo not given) | 2 | -3 | -5 | 2 | -6 | 1 | -3 | -2.2 | 1

Another view of part of the listing above.
> NC(=O)C1CCN(c2ncccc2[N+](=O)[O-])CC1
  beta cell repl: -2
  APOBEC3G inh: -3
  mIAP block: -1
  A3A deaminase: 3
  ATG4B inh: -3
  hIAP activ: 1
  hIAP inh: 0
  MPTP block: 1.0
  mIAP activ: 1

> O=C(Cn1c(=S)[nH]c2ccccc2c1=O)N1CCc2ccccc2C1
  beta cell repl: -1
  APOBEC3G inh: -3
  mIAP block: -3
  A3A deaminase: 1
  ATG4B inh: 0
  hIAP activ: 1
  hIAP inh: -4
  MPTP block: -1.6
  mIAP activ: 1

Reformatted: entries from further up
Molecule,beta cell repl,APOBEC3G inh,mIAP block,A3A deaminase,ATG4B inh,hIAP activ,hIAP inh,MPTP block,mIAP activ
Cc1cccc(C)c1N(CC(=O)NCc1ccccc1)C(=O)c1csnn1,0,-7,2,-3,-6,1.2,-19,-2.5,0.98
O=C(NCc1ccc(Cl)cc1)c1ccc(N2CCCC2=O)cc1,5,-9,-2,-1,-3,1.1,-10,-1.5,1
COc1cc(C)c(Cl)cc1S(=O)(=O)NC1CC(C)(C)NC(C)(C)C1,-1,-5,-3,-2,x,1.1,-13,x,1
Cc1nnc(N(C)C(=O)Cc2ccc3c(c2)OCO3)s1,2,-1,6,-2,-10,0.86,14,-0.6,0.94
Cc1ccc(C2C=C(c3ccccc3)Nc3ncnn32)cc1 (stereo not given),-1,13,2,0,3,1.3,-30,0.4,0.98
Cc1ccc(S(=O)(=O)Nc2ccc(NC(=O)/C=C/C(=O)O)cc2)cc1,2,-3,0,0,-7,0.96,4,-3.9,0.99
Cn1c(=O)c2c(nc(CN3CCN(C(=O)c4ccco4)CC3)n2Cc2ccc(Cl)cc2)n(C)c1=O,-4,-1,2,-1,-9,1.1,-9,0.9,0.98
COc1cc(CNCc2ccccc2)ccc1OCC(O)c1ccccc1 (stereo not given),-2,-11,-3,-4,-1,1.2,-17,1.4,1
COCCNC(=O)C(c1cccs1)N(C(=O)Cn1nnc2ccccc21)c1ccccc1 (stereo not given),-2,2,1,2,-8,0.85,15,3.2,0.99
O=C(Nc1ccc(C(F)(F)F)cc1)C1CCN(S(=O)(=O)c2ccc(N3CCCC3=O)cc2)CC1,-8,-4,-73,-3,-5,1.5,-47,92*,1.7
